GLP1R inv ag: qHTS of GLP-1 Receptor Inverse Agonists (Inhibition Mode); Glucagon-like peptide 1 receptor (Homo sapiens), P43220; HEK293 GLP-1R CRE-luciferase, luminescence, 24 h; GLP-1R form is constitutively active; Potency, µM (highest dose often 38.3 µM), for inactives: at the top dose activity change, negative = inhibition, usual class: inhibitors; actives 1.6% (n = 410,000); AID 624417, 2012; further: potency means the concentration at half of the fitted maximal effect; on the % scale 0 is the no-effect control and ±100 the full control effect; nearly all actives have a fitted effect of over 55% in size
Target sequence (P43220 whole entry, looked up): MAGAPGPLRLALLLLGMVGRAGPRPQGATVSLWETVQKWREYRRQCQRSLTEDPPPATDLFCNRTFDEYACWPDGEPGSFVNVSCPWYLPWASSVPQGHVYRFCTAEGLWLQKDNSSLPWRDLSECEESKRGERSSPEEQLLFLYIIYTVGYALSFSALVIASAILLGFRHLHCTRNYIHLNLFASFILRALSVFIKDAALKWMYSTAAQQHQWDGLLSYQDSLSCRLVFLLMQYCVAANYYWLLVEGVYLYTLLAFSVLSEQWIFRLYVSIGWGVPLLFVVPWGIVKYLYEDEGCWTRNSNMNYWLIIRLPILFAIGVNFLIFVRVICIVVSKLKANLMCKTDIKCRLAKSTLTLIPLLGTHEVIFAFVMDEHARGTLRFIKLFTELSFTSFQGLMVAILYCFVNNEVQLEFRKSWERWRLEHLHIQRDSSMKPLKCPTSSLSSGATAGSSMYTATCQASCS
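GLP-1R inverse agonism mode: basal reporter luminescence in engineered HEK293 cells measured after one day of compound exposure at 37 deg C, with a 12 min room-temperature detection step.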
PTHR1 ag: qHTS for PTHR1 Agonists: Primary Screen | Potency, µM (series often up to 115 µM), inactives show at the highest dose activation, hits mostly activators | actives 0.075% (n = 410,000) | Parathyroid hormone/parathyroid hormone-related peptide receptor (Homo sapiens), Q03431 | AID 743266, 2014 | HEK293 GP2 PTHR1 cells, GloSensor cAMP luminescence, 1 h; further: potency means the concentration at half of the fitted maximal effect; nearly all actives have a fitted effect of over 55% in size; some results filed as inactive show a strong effect at the top dose; inactives centre near -15; many of its hits are not listed in these tables
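HEK-293-derived GP2 cells expressing PTHR1 and a GloSensor cAMP reporter, 3,000/well, plated overnight, given luciferin plus IBMX (each 0.5 mM as added) for 1 h at 37 °C, then compound for 1 h at 37 °C. Luminescence was read after 15 min at room temperature.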
FUS yeast rescue: qHTS for Suppressors of FUS Proteinopathy: Primary screen using FUS-linked yeast assay. S. cerevisiae FUS-expressing, growth rescue, OD600, 24 h. actives 0.24% (n = 390,000). AID 1347120, 2019. Potency, µM (series often up to 76.6 µM), for inactives: at the top dose growth rescue (activation), most hits filed as activators;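 further: potency means the concentration at half of the fitted maximal effect; plate controls were DMSO vehicle for no effect and reference control for full effect; nearly all actives have a fitted effect of over 55% in size; some results filed as inactive show a strong effect at the top dose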
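Yeast expressing FUS under galactose induction, OD 0.005 in 2% galactose medium; compounds in a dilution series, 24 h at 30C. Growth rescue by absorbance at 600 nm; CP55940 positive control, DMSO negative.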
TDP43 rescue: qHTS of TDP-43 Inhibitors; TDP-43 expressing yeast growth rescue, BacTiter-Glo, 24 h; actives 1.8% (n = 410,000); Potency, µM (highest dose often 46.1 µM), for inactives: top-dose growth rescue (activation), hits mostly activators; further: potency means the concentration at half of the fitted maximal effect; % of control where 0% means no effect; nearly all actives have a fitted effect of over 50% in size
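Luminescence from BacTiter-Glo reports growth of TDP-43-expressing yeast after 24 hr at 30 deg C with compound. Cells were raffinose-pregrown to mid-log, then seeded in galactose medium at OD600=0.02.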
GLP-1R agonist: qHTS of GLP-1 Receptor Agonists. Glucagon-like peptide 1 receptor (Homo sapiens), P43220. HEK293 GLP-1R CRE-luciferase, luminescence, 4-6 h; cells express a hypersensitive GLP-1R form. Potency, µM (titrated, usually from 45.6 µM), without a hit: at the highest dose activation, actives largely listed as activators. actives 0.007% (n = 380,000); further: potency means the concentration at half of the fitted maximal effect; % of control where 0% means no effect
Abeta rescue: qHTS for compounds that reverse cellular toxicity of Amyloid beta (A-beta) peptide in yeast: Primary Screen; yeast expressing A-beta42, growth rescue, OD600, 48 h; response scale: 0% DMSO, 100% iron-clioquinol control; Potency, µM (top dose mostly 46.1 µM), inactives show at the top dose growth rescue, usual class: activators; actives 0.063% (n = 410,000); AID 1347071, 2019; further: potency means the concentration at half of the fitted maximal effect; nearly all actives have a fitted effect of over 55% in size
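Yeast growth medium received pinned compounds, then yeast cells expressing toxic A-beta were added; plates incubated at 30 C for 48 hr. Growth read as absorbance at 600 nm, normalized to DMSO and equimolar FeCl3 plus clioquinol controls.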
pAkt inh: HTS Assay for Inhibitors of Akt Phophorylation: Primary Screen; Neuro2A IGF-stimulated pAkt S473 HTRF, 20 min; stronger effect = lower value; activity change, % for hits at 50 µM; actives 0.32% (n = 360,000); in the data active means activity change below about -80%; inconclusive means mostly about -51% to -80%; further: on the % scale 0 is the no-effect control and ±100 the full control effect
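Neuro2A cells (4,500/well, DMEM with 0.5% FBS) were treated with compound at a single 50 µM final concentration, stimulated with 6 nM IGF for 20 min at 37 °C, and lysed. Phospho-Akt Ser473 was read by HTRF as 665/615 ratio ×10^4.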
aSyn rescue: qHTS of alpha-syn Inhibitors; Potency, µM (doses to about 46.1 µM), for inactives: at the top dose growth rescue (activation), hits mostly activators; AID 652106, 2013; actives 0.14% (n = 370,000); Yeast expressing alpha-synuclein, growth rescue, BacTiter-Glo, 24 h; further: potency means the concentration at half of the fitted maximal effect; % of control where 0% means no effect; nearly all actives have a fitted effect of over 65% in size
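Screening used galactose-induced yeast with toxic alpha-synuclein levels, exposed to compound for 24 hr at 30 deg C. Cell growth, read with BacTiter-Glo luminescence, gave the measured signal.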
DRD3 antagonist: qHTS of D3 Dopamine Receptor Antagonist: qHTS | D3R cells, DiscoveRx beta-arrestin luminescence, antagonist mode; stronger effect = lower value | actives 2.5% (n = 360,000) | AID 652054, 2013 | max response, negative = inhibition, % | D(3) dopamine receptor (Homo sapiens), P35462; in the data active means max response below about -50%; inconclusive means no clear call, values can overlap the other calls; further: on the % scale 0 is the no-effect control and ±100 the full control effect; mostly tested at two doses, the higher about 12 µM
Target sequence (P35462 whole entry, looked up): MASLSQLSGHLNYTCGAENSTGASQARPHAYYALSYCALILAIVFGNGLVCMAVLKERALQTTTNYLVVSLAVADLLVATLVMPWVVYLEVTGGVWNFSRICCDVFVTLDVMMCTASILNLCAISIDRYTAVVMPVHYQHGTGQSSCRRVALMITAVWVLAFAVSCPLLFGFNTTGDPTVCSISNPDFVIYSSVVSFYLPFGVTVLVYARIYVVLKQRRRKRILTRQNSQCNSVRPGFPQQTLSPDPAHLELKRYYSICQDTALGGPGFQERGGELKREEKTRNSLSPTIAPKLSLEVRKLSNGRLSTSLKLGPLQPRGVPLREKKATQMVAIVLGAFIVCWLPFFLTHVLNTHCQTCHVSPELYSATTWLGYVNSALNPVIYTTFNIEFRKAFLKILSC
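Cells plated overnight at 1500 cells/well, then exposed to library compounds with dopamine controls for 90 minutes at 37 degrees C. DiscoveRx reagent added for 30–60 minutes at room temperature; luminescence read, quantitative HTS format.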
* marks the source's active call; other numbers are inactive results; i = inactive; ? = inconclusive; . = not tested or not shown; [ ] = remark or other dose. Unless noted, the call rests on the fitted dose curve; in most records, active means well fitted curve in the direction sought with a large enough effect; inconclusive means small, poorly fitted or top-dose-only effect, or another doubt; inactive means no such curve, though single readings can be large; an effect the other way counts as inactive or inconclusive. This is a subset; rates above refer to the full screens.

No.	compound	pAkt inh	GLP-1R agonist	DRD3 antagonist	GLP1R inv ag	FUS yeast rescue	Abeta rescue	PTHR1 ag	aSyn rescue	TDP43 rescue
1	Cc1ccc(C)c(CN2C(=O)c3ccccc3S(=O)c3ccc(C(=O)N4CCN(c5ccccn5)CC4)cc32)c1 (configuration not stated)	i	14%	-12	2.2µM*	?	9%	i	-6%	-12%
2	Cc1ccc(/C=N/NC(=O)Cn2ccc(C(F)(F)F)n2)o1	i	1%	5	8%	-9%	7%	i	1%	-13%
3	CN(C)C(=O)N1CCN(c2nc(-c3ccccc3)cs2)CC1	i	-9%	-27	-16%	8%	1%	-64%[inhibitor]	-6%	8%
4	COc1ccc(OC)c(S(=O)(=O)NCCc2sc(C)nc2C)c1	.	9%	.	4%	-14%	-3%	-3%	-2%	14%
5	Cc1cc(C2=NNC(=NCCc3ccccc3)SC2)c(C)n1CC1CCCO1 (configuration not stated)	i	14%	-9	43%[activator][7.66 µM]	?	-3%	-31%	1%	-22%[9.22 µM]
6	CCOc1ccc(Br)cc1/C(C)=N\NC1=NCCN1	i	2%	15	?	2%	21%	-36%[inhibitor][57.5 µM]	6%	6%
7	CCOc1ccccc1NC(=O)CSc1nnc(CC)c(CC)n1	.	.	.	5%	28%	-4%	-27%	.	1%
8	Cc1nc2ccc(Br)cn2c1NC(C)(C)C	i	0%	29	4%	22%	-5%	i	-3%	-11%
9	Cc1ccc2c(CC(=O)Nc3ccc4nc(N5CCOCC5)sc4c3)coc2c1	i	12%	-5	-23%	36%	0%	-48%[inhibitor]	10%	9%
10	O=S(=O)(Cc1ccccc1)NCCc1cccc(Cl)c1	i	-3%	1	?	2%	30%	i	3%	?
11	O=C(CSc1nnnn1C1CCCCC1)Nc1ccccc1F	i	11%	-21	1%	-11%	13%	-16%	2%	14%
12	CN(Cc1nc2c(s1)CCCC2)C(=O)CCc1nnc(-c2ccccc2)o1	i	21%	-4	6%	16%	-5%	-1%	-5%	7%
13	CCOc1cc2c(C#N)c(N3CCNCC3)nc(N)c2c(N)n1	i	2%	3	95%[activator]	29%	1%	i	1%	-6%
14	COC(=O)CSc1nnc(-c2cccnc2)o1	i	9%	-8	22%	15%	0%	12%	6%	-2%
15	CCCOc1ccc(OC(=O)c2ccc(-c3ccc(CCC)cn3)cc2)cc1	.	.	.	13%	-20%	0%	i	.	0%
16	COc1n[nH]c(C(=O)NCc2ccccc2)c1[N+](=O)[O-]	i	-2%	12	7%	13%	-11%	-25%	-8%	-11%
17	COc1cccc(-c2noc(CCC(=O)NC3CCCCC3)n2)c1	i	-1%	-27	-2%	-13%	-19%	i	12%	-5%
18	CC1CCN(S(=O)(=O)N2CCC(C(=O)NCc3ccc(F)cc3Cl)CC2)CC1	i	-3%	15	-15%	-11%	6%	-37%[inhibitor]	-4%	3%
19	COc1ccccc1NS(=O)(=O)c1ccc(N/N=C(\C)C(C)C)c([N+](=O)[O-])c1	i	-11%	10	?	.	0%	-32%[inhibitor]	4%	3%
20	CCNc1ccc(S(=O)(=O)N(C)C)cc1NCC(=O)Nc1ccc(Br)cc1F	i	-2%	2	?	.	12%	-16%	-1%	-20%
21	N=c1c(C(=O)NCCc2ccccc2)cc2c(=O)n3ccccc3nc2n1CCCN1CCOCC1	i	20%	-12	?	30%	-7%	i	3%	-17%
22	CC1(C)CC(=O)C=C(c2ccc3ncccc3c2)C1	i	-3%	-12	2%	-16%	-3%	-14%	-16%	7%
23	Cc1ccc(OCC(=O)N2CCN(C(=O)c3ccncc3)CC2)cc1	i	-6%	4	17%	10%	-2%	-1%	0%	13%
24	Clc1ccc2c(-c3ccccc3)nc(-c3cccs3)nc2c1	i	13%	48	17%	-11%	0%	i	-8%	25%
25	COc1ccc(S(=O)(=O)NCc2ccccn2)c(Cl)c1Cl	i	9%	30	5%	-24%	0%[9.22 µM]	i	8%	20%

Three entries out of the list above, sorted by the number in GLP-1R agonist, rising.
# | molecule | pAkt inh | GLP-1R agonist | DRD3 antagonist | GLP1R inv ag | FUS yeast rescue | PTHR1 ag
23 | Cc1ccc(OCC(=O)N2CCN(C(=O)c3ccncc3)CC2)cc1 | i | -6% | 4 | 17% | 10% | -1%
17 | COc1cccc(-c2noc(CCC(=O)NC3CCCCC3)n2)c1 | i | -1% | -27 | -2% | -13% | i
14 | COC(=O)CSc1nnc(-c2cccnc2)o1 | i | 9% | -8 | 22% | 15% | 12%

Full records as entered above. Order of values: pAkt inh, GLP-1R agonist, DRD3 antagonist, GLP1R inv ag, FUS yeast rescue, Abeta rescue, PTHR1 ag, aSyn rescue, TDP43 rescue
N=c1c(C(=O)NCCc2ccccc2)cc2c(=O)n3ccccc3nc2n1CCCN1CCOCC1 as listed: i, 20%, -12, ?, 30%, -7%, i, 3%, -17%
Clc1ccc2c(-c3ccccc3)nc(-c3cccs3)nc2c1 as listed: i, 13%, 48, 17%, -11%, 0%, i, -8%, 25%

Molecules above containing a nitro group on carbon (2):
No.	compound	pAkt inh	GLP-1R agonist	DRD3 antagonist	GLP1R inv ag	FUS yeast rescue	Abeta rescue	PTHR1 ag	aSyn rescue	TDP43 rescue
16	COc1n[nH]c(C(=O)NCc2ccccc2)c1[N+](=O)[O-]	i	-2%	12	7%	13%	-11%	-25%	-8%	-11%
19	COc1ccccc1NS(=O)(=O)c1ccc(N/N=C(\C)C(C)C)c([N+](=O)[O-])c1	i	-11%	10	?	.	0%	-32%[inhibitor]	4%	3%

Next section:
No.	compound	pAkt inh	GLP-1R agonist	DRD3 antagonist	GLP1R inv ag	FUS yeast rescue	Abeta rescue	PTHR1 ag	aSyn rescue	TDP43 rescue
26	Cc1nc(-n2nc(C)c(Cc3ccc4c(c3)OCO4)c2C)sc1C(=O)Nc1ccc(Cl)cc1	.	.	.	3%	-7%	11%	i	.	-5%
27	C[C@H](CO)NC(=O)c1[nH]cnc1C(=O)Nc1cccc(Cl)c1	i	10%	7	12%	14%	-2%	-9%	-4%	13%
28	CN1C(=O)S/C(=C/c2cccn2-c2cccc(C(=O)O)c2)C1=O	i	12%	5	36%[activator]	0%	15%	i	-8%	2%
29	O=C(COC(=O)CC1CC2CCC1C2)NCc1ccc(Cl)cc1 (configuration not stated)	i	11%	-15	?	33%	13%	-19%	9%	9%
30	CC(=O)N=C1SC2CS(=O)(=O)CC2N1c1cccc(Cl)c1Cl (configuration not stated)	i	1%	-29	4%	-9%	14%	i	-12%	8%
31	CC(c1ccccc1)n1ccnc1CO (configuration not stated)	i	-1%	-12	-30%	-12%	-16%	i	-4%	19%
32	CCN1CCN(CC(=O)Nc2ccc(Cl)c(Cl)c2)C(=O)C1=O	i	-2%	2	11%	-9%	5%	i	4%	18%
33	COc1cccc(C(=O)N2CCN(Cc3ccc4c(c3)OCO4)CC2)c1OC	i	1%	-67*	-25%	26%	-1%	-14%[57.5 µM]	-1%	-16%
34	CCOC(=O)c1c(C)[nH]c(C)c1S(=O)(=O)N1CCC(C(=O)N2CCN(c3ccccc3F)CC2)CC1	.	.	.	5%	36%	12%	i	.	0%
35	Cc1ccc(-n2c(Cn3nc(C(F)(F)F)cc3C)n[nH]c2=S)cc1	i	-13%	29	56%[activator]	19%	-37%	i	-1%	-8%
36	CC1CC(=O)C(C(C2=C(O)CC(C)CC2=O)c2ccccc2)=C(O)C1 (configuration not stated)	i	0%	3	19%	.	3%	-11%	12%	1%
37	O=C1C=CC(=O)N1c1ccc(-c2nc3ccccc3o2)cc1	i	0%	-9	9%	19%	-78%[inhibitor]	-40%[inhibitor]	-82%[inhibitor]	?
38	Cc1nnc(NC(=O)c2ccccc2Br)s1	i	-1%	7	11%	22%	-10%	-14%[57.5 µM]	-12%	-10%
39	c1cncc(-c2nc3ccccc3s2)c1	i	10%	4	2%	-6%	-6%	-54%	10%	10%
40	Cc1nonc1NC(=O)CSc1nc2cc(Cl)ccc2c2c1CCCC2	-94%*	-10%	25	10%	19%	0%	i	2%	-22%
41	Cc1ccc(S(=O)(=O)NCCC(=O)OCC(=O)N2CCCC2=O)cc1	i	-7%	15	4%	-7%	8%	-27%	-2%	0%
42	O=C(CCc1ccccc1)Nc1nnc(-c2ccccn2)o1	i	0%	5	21%	.	0%	-7%	-3%	2%
43	O=C(NCc1ccccc1Cl)c1ccc2c(c1)NC(=O)C(CS(=O)(=O)Cc1ccc(F)cc1Cl)N2 (configuration not stated)	.	.	.	-13%	8%	3%	11%	.	-14%
44	COc1ccc(O)c(C(=O)c2cnc3c(c2)c(C)nn3CCO)c1	i	16%	6	12%	-7%	-5%	i	0%	13%
45	CCCN1CNc2c(c(=O)[nH]c(=S)n2CCc2ccccc2)C1	i	4%	-11	1%	2%	-2%	i	-10%	12%
46	CCCc1n[nH]c2c1C(=O)CC(C)(C)C2	i	1%	21	16%	-35%	-8%	-6%	8%	15%
47	O=C(Nc1cccc(S(=O)(=O)N2CCCCCC2)c1)c1ccc2ccccc2n1	i	8%	15	?	15%	-12%	-25%	-9%	8%
48	CCOC(=O)C(NC(C)=O)C(=O)Nc1ccc(C(C)C)cc1 (configuration not stated)	i	3%	-6	-10%	15%	8%	-19%	7%	2%
49	C/C(=N\Nc1ccc(C(F)(F)F)cc1[N+](=O)[O-])C(C)C	i	2%	-22	12%	-1%	-1%	-44%[inhibitor]	-7%	3%
